Bioassay records: PubChem, University of Kansas High Throughput Screening Laboratory
Pf apPOL inh: Pf-apPOL inhibitors, biochemical, fluorescence; AID 1794808, 2022; Plasmodium falciparum apicoplast DNA polymerase (apPOL); 210,000 tested, 0.25% active; Recombinant Pf-apPOL, molecular beacon fluorescence, 1.5 h; inhibition, % at 10 µM
mHTT-CaM PPI inh: mutant huntingtin-calmodulin interaction inhibitors – biochemical, AlphaScreen, primary screen; P42858; AlphaScreen His-mHTT/GST-CaM binding, luminescence; inhibition, % at 15 µM; 190,000 tested, 3.6% active; AID 1671202, 2021;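 note: 0% = both proteins with DMSO and 100% = one protein alone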
Target sequence (P42858 whole entry, looked up, stated change not applied): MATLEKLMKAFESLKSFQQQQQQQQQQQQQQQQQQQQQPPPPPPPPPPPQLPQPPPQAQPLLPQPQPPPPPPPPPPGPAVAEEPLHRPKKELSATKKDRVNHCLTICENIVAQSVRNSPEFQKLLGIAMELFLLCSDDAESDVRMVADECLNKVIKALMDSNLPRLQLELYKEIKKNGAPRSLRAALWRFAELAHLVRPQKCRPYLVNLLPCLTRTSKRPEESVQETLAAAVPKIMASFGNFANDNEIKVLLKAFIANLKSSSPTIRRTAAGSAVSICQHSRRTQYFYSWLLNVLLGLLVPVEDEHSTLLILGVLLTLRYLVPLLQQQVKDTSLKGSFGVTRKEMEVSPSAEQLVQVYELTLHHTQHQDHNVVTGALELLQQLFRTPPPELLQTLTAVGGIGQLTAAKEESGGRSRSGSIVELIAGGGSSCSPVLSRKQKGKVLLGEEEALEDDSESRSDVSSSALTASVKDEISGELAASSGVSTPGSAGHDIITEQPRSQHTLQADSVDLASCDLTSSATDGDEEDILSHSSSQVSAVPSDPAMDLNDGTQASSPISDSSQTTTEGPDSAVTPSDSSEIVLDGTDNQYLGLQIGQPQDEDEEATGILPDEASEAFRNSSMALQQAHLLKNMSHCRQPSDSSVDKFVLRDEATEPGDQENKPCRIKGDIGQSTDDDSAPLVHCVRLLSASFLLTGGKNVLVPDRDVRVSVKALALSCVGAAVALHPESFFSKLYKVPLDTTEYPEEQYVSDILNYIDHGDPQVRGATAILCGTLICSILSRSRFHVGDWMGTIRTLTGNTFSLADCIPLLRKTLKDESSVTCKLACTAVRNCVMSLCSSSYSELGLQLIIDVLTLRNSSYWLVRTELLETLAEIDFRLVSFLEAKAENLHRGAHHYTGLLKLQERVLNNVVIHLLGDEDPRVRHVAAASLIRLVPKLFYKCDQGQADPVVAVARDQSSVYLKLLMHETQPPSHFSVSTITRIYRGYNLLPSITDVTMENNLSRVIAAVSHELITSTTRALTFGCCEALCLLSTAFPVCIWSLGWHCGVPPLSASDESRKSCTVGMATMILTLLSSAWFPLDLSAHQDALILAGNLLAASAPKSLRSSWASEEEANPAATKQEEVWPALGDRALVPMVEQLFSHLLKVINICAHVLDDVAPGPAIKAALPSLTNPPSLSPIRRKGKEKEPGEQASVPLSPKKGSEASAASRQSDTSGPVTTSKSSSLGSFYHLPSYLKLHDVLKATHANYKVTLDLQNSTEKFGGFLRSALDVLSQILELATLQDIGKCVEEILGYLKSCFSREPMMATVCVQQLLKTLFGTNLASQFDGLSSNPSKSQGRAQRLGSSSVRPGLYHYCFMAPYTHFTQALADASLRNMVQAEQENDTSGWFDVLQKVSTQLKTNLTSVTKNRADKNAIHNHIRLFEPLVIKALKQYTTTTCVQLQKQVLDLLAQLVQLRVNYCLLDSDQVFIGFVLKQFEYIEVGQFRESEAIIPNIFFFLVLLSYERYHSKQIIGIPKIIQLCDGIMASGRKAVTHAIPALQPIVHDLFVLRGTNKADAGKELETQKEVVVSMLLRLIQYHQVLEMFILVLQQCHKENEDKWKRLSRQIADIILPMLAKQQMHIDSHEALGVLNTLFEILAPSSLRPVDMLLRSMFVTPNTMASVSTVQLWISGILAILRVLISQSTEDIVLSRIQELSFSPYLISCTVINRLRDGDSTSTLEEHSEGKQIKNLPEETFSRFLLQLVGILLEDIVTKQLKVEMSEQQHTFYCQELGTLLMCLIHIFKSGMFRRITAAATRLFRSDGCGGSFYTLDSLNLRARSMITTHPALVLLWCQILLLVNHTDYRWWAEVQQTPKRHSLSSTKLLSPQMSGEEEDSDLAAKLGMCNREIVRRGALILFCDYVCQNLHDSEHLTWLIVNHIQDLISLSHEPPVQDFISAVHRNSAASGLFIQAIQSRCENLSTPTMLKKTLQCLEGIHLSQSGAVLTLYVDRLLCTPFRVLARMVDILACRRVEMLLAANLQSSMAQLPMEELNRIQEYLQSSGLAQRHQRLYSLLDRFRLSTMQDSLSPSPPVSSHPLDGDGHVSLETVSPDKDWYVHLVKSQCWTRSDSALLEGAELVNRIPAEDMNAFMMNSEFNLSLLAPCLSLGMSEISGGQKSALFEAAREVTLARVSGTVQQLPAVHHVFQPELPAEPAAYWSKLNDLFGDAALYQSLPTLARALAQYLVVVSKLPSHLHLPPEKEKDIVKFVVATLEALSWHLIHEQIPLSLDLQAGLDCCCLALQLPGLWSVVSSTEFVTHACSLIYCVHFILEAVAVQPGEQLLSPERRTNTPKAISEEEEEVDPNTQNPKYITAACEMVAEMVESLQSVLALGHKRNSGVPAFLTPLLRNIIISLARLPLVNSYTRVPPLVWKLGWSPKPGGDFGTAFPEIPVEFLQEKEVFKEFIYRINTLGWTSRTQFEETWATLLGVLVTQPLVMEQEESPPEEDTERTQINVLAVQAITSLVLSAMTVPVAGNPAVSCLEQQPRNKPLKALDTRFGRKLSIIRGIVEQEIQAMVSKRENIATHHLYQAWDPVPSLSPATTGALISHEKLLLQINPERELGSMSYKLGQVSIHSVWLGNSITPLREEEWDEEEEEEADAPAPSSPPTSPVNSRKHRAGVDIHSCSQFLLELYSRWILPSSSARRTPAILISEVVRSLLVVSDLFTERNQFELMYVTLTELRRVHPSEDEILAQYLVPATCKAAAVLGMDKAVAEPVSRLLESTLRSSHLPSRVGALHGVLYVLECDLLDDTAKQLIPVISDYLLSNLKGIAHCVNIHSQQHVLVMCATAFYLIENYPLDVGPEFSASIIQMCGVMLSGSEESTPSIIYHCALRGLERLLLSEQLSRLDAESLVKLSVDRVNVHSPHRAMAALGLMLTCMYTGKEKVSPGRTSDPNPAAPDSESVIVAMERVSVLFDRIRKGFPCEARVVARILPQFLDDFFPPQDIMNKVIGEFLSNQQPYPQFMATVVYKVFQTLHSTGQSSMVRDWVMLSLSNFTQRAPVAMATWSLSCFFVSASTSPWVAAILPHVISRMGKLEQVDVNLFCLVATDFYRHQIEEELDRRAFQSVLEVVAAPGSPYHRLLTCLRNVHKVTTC
* = called active by the depositor; i = inactive; nt = no result given; & = joins results of further samples. Cut-off read from the data, not from the text of the source: active = inhibition above about 50%; inactive = the rest.

structure,Pf apPOL inh,mHTT-CaM PPI inh
O=[N+]([O-])c1ccc(C2Nc3c(O)cc(Cl)c([N+](=O)[O-])c3C3C=CCC32)cc1 (centres undefined),-5,92*
CCCNC(=O)NC12CC3CC(CC(C3)C1)C2,1,-2
O=C(NCC1(c2ccccc2)CCCOCC1)c1ccc(C(F)(F)F)cc1 (centres undefined),1,3
O=C(Cc1cccnc1)N1CCCCC1c1nncn1CC1CC1 (centres undefined),0,-5
Cc1nnc2c(NC(=O)C3CCCO3)cccn12 (centres undefined),1,-3
COc1ccc(CC(=O)c2c(O)cc(O)cc2O)cc1OC,9&-2,12&12
CC(C)N1Cc2cc(C(=O)Nc3ccc4c(c3)OCCO4)sc2C1,0,13
O=C(O)C(Cc1ccccc1)NS(=O)(=O)c1c(Cl)cccc1Cl (centres undefined),3,-3
CCS(=O)(=O)Nc1cccc(N2CCCN(Cc3ccc(C)cc3)C2=O)c1,-4,15
CCC1(c2ccccc2)C(=O)NCNC1=O,-6,nt
Cc1sc2ncnc(SCC(=O)c3ccc(OC(F)F)cc3)c2c1C,4,-4
Cc1nn(CCCC(=O)Nc2cccnc2Cl)c(C)c1[N+](=O)[O-],1,5
COc1ccc(NC(=O)c2oc3ccc(S(=O)(=O)N4CCCC4)cc3c2C)cc1,-11,9
N#Cc1c(N)c(C#N)c(-c2ccco2)c2c1CCCC2,-5,17
O=C(Nc1nccs1)c1cc2cc([N+](=O)[O-])ccc2oc1=Nc1ccccc1,-4,4
COc1cccc(-c2nc(Cc3ccc(OC)c(OC)c3)no2)c1,0,-10
Cc1cc(OCC(=O)Nc2ccccc2Cl)nc(N2CCN(c3ccccc3)CC2)n1,-7,-2
COc1ccc(OC)c(N2CCN(Cc3ccccc3)C(C)C2=O)c1 (centres undefined),-2,4
O=C(OCCN1CCN(C2CN(Cc3cn(Cc4ccccc4Cl)nn3)S(=O)(=O)C2)CC1)c1cc2ccccc2o1 (centres undefined),-4,21
O=C(Nc1nnc(C2CC(=O)N(c3ccccc3)C2)o1)c1ccccc1Cl (centres undefined),-4,18
NS(=O)(=O)c1ccc(NS(=O)(=O)c2ccc(NC(=O)C3CC3)cc2)cc1,-5,0
CC1CCN(S(=O)(=O)c2ccc3[nH]cc(C(=O)NCc4cccnc4)c(=O)c3c2)CC1,-10,8
CCOc1ccc(C(=O)N2CCc3c(c(C(=O)NCc4ccccc4)nn3C)C2)cc1,-11,-17
CCCCNC(=O)c1sc2ncn(CC(=O)Nc3cccc(C(F)(F)F)c3)c(=O)c2c1C,-4,68*
CCOc1ccc(N2C=C(C#N)S(=O)(=O)c3cc(F)ccc32)cc1,0,-3

Overlap with the part before: 2 entries; new compounds follow.
structure,Pf apPOL inh,mHTT-CaM PPI inh
CCCCNC(=O)c1sc2ncn(CC(=O)Nc3cccc(C(F)(F)F)c3)c(=O)c2c1C,-4,68*
CCOc1ccc(N2C=C(C#N)S(=O)(=O)c3cc(F)ccc32)cc1,0,-3
COc1cc(OC)cc(-n2c(=O)[nH]c3cc(C(=O)NCc4ccc5c(c4)OCO5)ccc3c2=O)c1,-7,7
COc1cc([N+](=O)[O-])ccc1NC(=O)Cc1ccc(F)cc1,7&-3,-4&5
N#CSc1ccc(NC2(c3ccccc3)C(=O)c3ccccc3C2=O)cc1,-1,3
CN1c2cc(F)ccc2C(=O)NC12CCN(C(=O)Nc1ccccc1)CC2,2,6
CC(=O)Nc1c2c(nn1-c1ccc(C)cc1)CS(=O)C2 (centres undefined),-6,-4
Cc1cccc(COc2ccc(-c3noc(C)n3)cc2)c1,2,-18
O=C1C2N=NN(c3ccccc3)C2C(=O)N1c1cccc(F)c1 (centres undefined),-4,19
Cc1cc(O)c(CN2CCCCC2)c2c1C(=O)C(=Cc1ccncc1)O2,-13,10
O=C(C1CCC1)N1CCC(Oc2cc(N3CCCCC3)ncn2)C1 (centres undefined),-3,1
COc1ccc(NC(=O)C2(C)Oc3cccnc3N(C)C2=O)cc1 (centres undefined),4,1
COc1ccc(C)cc1NC(=O)CN1C(=O)c2ccccc2C1=O,2,-3
O=C(NCc1cccc(Cl)c1)C1CCN(c2cncnc2N2CCOCC2)CC1,-2,10
O=[N+]([O-])c1cccc(Cl)c1N1CCN(CCO)CC1,-5,4
FC(F)(F)c1nnc2n1N=C(c1ccc(Cl)cc1)CS2,0,2
COc1ccc2cc3cc(C(=O)NCCc4ccc(Cl)cc4)oc3nc2c1,-1,-2
COc1cccc2cc(C(=O)N(CC3CCCO3)c3nc4c(F)cc(F)cc4s3)oc12 (centres undefined),1,-8
COc1ccc(C(=O)CSc2nc3ccccc3c(=O)[nH]2)cc1OC,-4,-3
Cc1ccc2c(c1)OCC(=O)N2Cc1nc(-c2ccc(Br)cc2)no1,2,-12
CC1CCN(S(=O)(=O)c2ccc(F)c(C(=O)Nc3cccc(Cl)c3)c2)CC1,-4,-2
O=C(c1ccncc1)N1CCC(CCOc2cccc(F)c2)CC1,0,1
O=C(c1cccc(F)c1)N1CCC(CCOc2ccccc2F)CC1,1,-16
Clc1ccc(OCc2cn3cccnc3n2)cc1,0,12
Cc1ccc(C)n1-c1ccc(Br)cc1,-6,nt
NC(=O)C1CCN(c2oc(-c3ccccc3Cl)nc2S(=O)(=O)c2ccccc2)CC1,-7,24
O=C(CC1(O)C(=O)Nc2ccc(Cl)cc21)c1ccco1 (centres undefined),-5,1

New compounds follow
structure,Pf apPOL inh,mHTT-CaM PPI inh
COc1ccc(Cl)cc1C(=O)Nc1c2c(nn1-c1ccc(C)cc1C)CS(=O)(=O)C2,1,1
CCN(CC)Cc1c(O)ccc2c1OC(=Cc1cccc(OC)c1OC)C2=O,-5,9
Cc1ncc(CSc2nc3ccc(C(F)(F)F)cc3[nH]2)c(CO)c1O,1,nt
Cc1ccc(C)c(-c2csc(NC(=O)c3cccs3)n2)c1,3,-14
O=C(NCc1ccc(F)cc1)c1cc(-c2ccc(Cl)c(Cl)c2)on1,-5,-1
Cc1oc2c(CN3CCN(C)CC3)c(O)ccc2c(=O)c1Oc1ccccc1Br,-4,6
CCOC(=O)c1c(C)oc2cc(Br)c(OC(=O)C(C)(C)C)cc12,0,-9
COc1ccc2c(c1)SC1=NC(c3ccc(C)cc3)(C(F)(F)F)NC(=O)N12 (centres undefined),-8,-5
O=C(NCc1cccnc1)c1ccc(S(=O)(=O)c2cccc(Cl)c2)c([N+](=O)[O-])c1,2,38
CC(C)CC(C(=O)Nc1ccccc1)N1C(=O)C2C3C=CC(C3)C2C1=O (centres undefined),-11,-8
COC(=O)Cn1nnnc1-c1ccc(Cl)cc1,-2,nt
Cc1ccccc1-c1nc(-c2ccc3nncn3c2)no1,5,13
CCCCOc1ccccc1C=C1SC(N2CCN(C(C)=O)CC2)=NC1=O,0,-1
O=C(NCCC1=CCCCC1)C1CCN(S(=O)(=O)c2ccc(F)cc2)CC1,-4,-2
O=[N+]([O-])c1cc(NC2OCC(O)C(O)C2O)cc(Sc2ccccc2)c1 (centres undefined),0,18
Cc1ccccc1NC(=O)c1c(-c2c(F)cccc2Cl)noc1C,8,-3
COc1ccccc1C1NC(C(=O)O)Cc2c1[nH]c1ccccc21 (centres undefined),-4,3
Cn1c(CNC(=O)C2CCN(c3nnc4ccccn34)CC2)nc2ccccc21,-9,1
O=C(c1ccc(Cn2cncn2)cc1)N1CCc2ccccc2C1,-10,3
CC(=O)Nc1ccc(NC(=O)CCN2C(=O)c3ccccc3C2=O)cc1,-8,-3
CCCSc1ncccc1C(=O)Nc1cccc2nonc12,-1,nt
CCc1onc(C)c1C1CCCN1C(=O)Nc1ccccc1OC (centres undefined),5,0
Cc1cc(F)ccc1NC(=O)Cn1cnc2c(-c3ccc(F)cc3)csc2c1=O,1,-12
COc1ccc(CNc2ccc(F)c(Cl)c2)cc1C,-4,-17
CCCc1cc(C(=O)N2CCCC2c2cc(CCC)on2)no1 (centres undefined),-2,-10

(cont.)
structure,Pf apPOL inh,mHTT-CaM PPI inh
CCOC(=O)C(C#N)=CNc1cc(C)no1,-2,nt
O=C(CSc1nc2ccc([N+](=O)[O-])cc2[nH]1)Nc1nccs1,-3,-5
CCn1c(Cl)nc2c1c(=O)n(C)c(=O)n2C,nt,-7
O=C1NC2(CCN(Cc3ccc(F)cc3)CC2)N=C1c1ccc(Cl)cc1,0,2
O=C(Nc1ccccc1)O/N=C/c1ccccc1Cl,2,i
Cc1ccc(C2CC(C(F)(F)F)n3nc(C(=O)N4CCCCCC4)cc3N2)cc1 (centres undefined),-1,3
CC(=O)N1c2ccccc2NC2=C(C(=O)CC(C)(C)C2)C1CC1CC=C(C)C1(C)C (centres undefined),0,31
Cc1ccc(N2CCN(c3ncnc4c3nc3n4CCCCC3)CC2C)cc1 (centres undefined),-2,45
COc1ccc(N(CC(=O)Nc2ccccc2Cl)S(C)(=O)=O)cc1Cl,-1,4
O=C(Nc1ccccc1C(=O)Nc1nccs1)c1cccc(Br)c1,3,0
CC1C(=O)NCCN1C(=O)c1ccc(F)cc1 (centres undefined),-5,-13
Cn1c2c(c(=O)n(C)c1=O)C(c1ccc(Cl)cc1Cl)C1C(=O)c3ccccc3C1=N2 (centres undefined),8,10
CC(=O)NCC(=O)N1CCCC2(C1)Nc1ccccc1NC2=NCc1ccccc1 (centres undefined),-3,12
O=C1Nc2ccc(Br)cc2/C1=C/c1ccc(Br)cc1,2,35
N#Cc1c(NC(=O)c2ccc(Cl)s2)sc2c1CCCC2,2,-2
COc1ccc(CNC(=O)c2n[nH]c(=O)c3ccccc23)cc1OC,-4,-5
N#C/C(C(=O)Nc1ccccc1)=C(\Nc1ccccc1)SCc1ccccc1F,-6,6
Cn1nnnc1SCc1nc(N)nc(N2CCCCC2)n1,nt,-4
Cc1ccc(NC(=O)NC2CCCCC2)c(Br)c1,-3,-4
O=C(Cc1ccccc1)Nc1ccc(NC(=O)c2ccc(NC(=O)Cc3ccccc3)cc2)cc1,1,-2
O=C(O)COCC(=O)Nc1cnccn1,-4,nt
COC(=O)C1CN(Cc2ccc(F)cc2)CCS(=O)(=O)N1Cc1ccc(C)cc1 (centres undefined),-2,50*
Cc1cc(C2CCCN2C(=O)Cn2nc(C(F)(F)F)cc2C)no1 (centres undefined),-4,-5
Cc1[nH]nc2c1C1(CCN(C(C)C)CC1)C(C#N)=C(N)O2,nt,-1
O=C(Nc1ccccc1)N1CCCC(OCc2ccc(F)c(F)c2)C1 (centres undefined),-4,-4

A different layout for 4 compounds above:
Results follow in this order: Pf apPOL inh | mHTT-CaM PPI inh
COc1ccc(N(CC(=O)Nc2ccccc2Cl)S(C)(=O)=O)cc1Cl
 : -1 | 4
O=C(Nc1ccccc1C(=O)Nc1nccs1)c1cccc(Br)c1
 : 3 | 0
CC1C(=O)NCCN1C(=O)c1ccc(F)cc1 (centres undefined)
 : -5 | -13
Cn1c2c(c(=O)n(C)c1=O)C(c1ccc(Cl)cc1Cl)C1C(=O)c3ccccc3C1=N2 (centres undefined)
 : 8 | 10

(further entries)
structure,Pf apPOL inh,mHTT-CaM PPI inh
CC1=NN(C(=O)c2ccc(Cl)cc2)C(O)(c2cccc([N+](=O)[O-])c2)C1 (centres undefined),-11,40
O=C(O)C=Cc1ccc2ccccc2c1,-15,2
Cc1ccc(-c2nc3n(n2)C(=O)CC(c2ccc(F)cc2)S3)cc1 (centres undefined),-6,-4
Cc1c([N+](=O)[O-])c(CC=NO)nn1C,0,nt
Cc1ccc(F)cc1NC(=O)CSc1nnc(-c2ccco2)c(-c2ccco2)n1,-5,86*
CN(C)S(=O)(=O)c1ccc(C(=O)Nc2c3c(nn2C(C)(C)C)CSC3)cc1,-3,24
CN(CC(=O)Nc1ccc(Br)cc1)S(=O)(=O)c1ccc(Cl)cc1,4,1
Cc1nc(CC(=O)Nc2cc(F)ccc2F)cs1,2,0
O=C(CN1CCc2[nH]c3ccc(Cl)cc3c(=O)c2C1)NCc1ccc2c(c1)OCO2,3,-4
N#CC1=C(N)Oc2n[nH]c(-c3cccs3)c2C1c1ccccc1F (centres undefined),3,13
Cc1cccc(NC(=O)COc2nc(C)nc3ccccc23)c1,1,-1
CCc1ccc(CN2CCC(C(=O)N3CCN(Cc4ccccc4)CC3)CC2)cc1,5,36
Cc1cc(C)c(NC(=O)c2cc(S(=O)(=O)NCc3ccccc3)ccc2F)c(C)c1,-11,5
CCn1c(N2CCCC(C(=O)NCCOC)C2)cc(=O)n(C)c1=O (centres undefined),-7,-2
O=C(CCSc1ccccc1)NCc1cccnc1,0,3
CCCOc1nccnc1N1CCC(NC(=O)Cc2c(C)noc2C)C1 (centres undefined),1,7
CCOc1ccc(C2CC(c3c(F)cccc3Cl)n3nc(N)nc3N2)cc1 (centres undefined),-3,28
Cc1ccc(C(=O)Nc2cccn3nc(C(C)C)nc23)cc1,1,4
